UTI89 phage lysis – inhibition of K1F phage lysis, E. coli UTI89, bacterial capsule biogenesis inhibitors, alamar blue (AID 488966). E. coli UTI89 K1F phage lysis, alamar blue, 2 h; higher % means a stronger effect. inhibition, % at 100 µM; hits with a dose series show IC50 in µM. 0.02% of 340,000 active;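 active = phage lysis inhibition, versus mean bacterial control, above a set limit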;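 also: capsule biogenesis inhibitors block K1F phage lysis so surviving cells raise fluorescence; higher fluorescence means more inhibition of phage lysis; actives were called in the ten point dose series up to 300 µM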
HIV peptide binding – inhibitors of HIV fusion peptide binding, primary screen, biochemical, uHTS, fluorescence dequenching (AID 1986) | cell-free peptide binding, fluorescence dequenching, 30 min; higher % means a stronger effect | inhibition, % at 20 µM; hits with a dose series show IC50 in µM | 0.3% of 290,000 active; in the data active = inhibition mostly above about 52%, no sharp cut-off; inactive = mostly below about 76%; also: some results filed as inactive read as strong as hits
GPR55 LPI antagonism – GPR55 antagonists blocking LPI-driven arrestin recruitment, primary screen, imaging, U2OS, beta-arrestin-GFP, LPI agonist (AID 2013) | U2OS GPR55 beta-arrestin-GFP translocation imaging, LPI antagonism; higher % means a stronger effect | G-protein coupled receptor 55 (Homo sapiens) | 0.13% of 290,000 active | one-dose inhibition, % at 10 µM; IC50 in µM for titrated hits;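 active = spots per cell inhibited over 60%, with over 100 cells counted and total cytoplasm intensity under 500,000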;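 also: U2OS cells stably carrying GPR55 and arrestin-GFP stimulated by 5 µM LPI near EC80; imaged beta-arrestin-GFP aggregate spots per cell after agonist stimulation; plate controls were LPI-stimulated DMSO wells for no effect and DMSO wells without LPI for full effect; some results filed as inactive read as strong as hits; confirmed hits need IC50 under 10 µM and bright autofluorescent wells are also inconclusive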
RSV antiviral HEp-2 – RSV antiviral activity via CPE protection, HEp-2 cells, primary 10 µM value included (AID 2391); HEp-2 cells, RSV-induced CPE inhibition; higher % means a stronger effect; CPE inhibition, % at 10 µM, or IC50 in µM where a hit was titrated; 0.13% of 310,000 active; in the data active = a potency from the dose series; also: strong numbers were not always called active
Large T inhibition – SV40 large T antigen inhibitors, biochemical (AID 1903); inhibition, % at 20 µM, or IC50 in µM where a hit was titrated; SV40 large T antigen ATPase/helicase inhibition assay; higher % means a stronger effect; 0.39% of 310,000 active; in the data active = a potency from the dose series; also: strong numbers were not always called active
Salmonella PhoP GFP – inhibitors of PhoP regulon expression, primary screen, Salmonella Typhimurium, GFP reporter (AID 1863) | S. Typhimurium PhoP-regulated promoter GFP reporter, 4 h; higher % means a stronger effect | 0.16% of 300,000 active | inhibition, % at 50 µM, or IC50 in µM where a hit was titrated;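 active = inhibition over 29.93%, a cutoff 3 SD above the screen mean, later confirmed by dose response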;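 also: 0% = low Mg2+ inducing control and 100% = high Mg2+ repressing control; strong numbers were not always called active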
GPR35 antagonists – GPR35 antagonists blocking zaprinast-driven arrestin recruitment, primary screen, imaging, U2OS, beta-arrestin-GFP, zaprinast agonist (AID 2058). 0.052% of 290,000 active. inhibition, % at 10 µM, or IC50 in µM where a hit was titrated. U2OS GPR35 beta-arrestin-GFP translocation imaging, zaprinast antagonism; higher % means a stronger effect. G-protein coupled receptor 35 (Homo sapiens);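 active = inhibition of at least 50% with at least 30 cells and total cytoplasm GFP at most 10,000,000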
NS5 inhibitors – Dengue-2 NS5 methyltransferase inhibitors, primary screen, biochemical, confirmation dose response (AID 588689); Genome polyprotein (Dengue virus type 2 (strain 16681-PDK53)); Dengue-2 NS5 methyltransferase capping enzyme assay, biochemical; higher % means a stronger effect; inhibition, % at 25 µM, or IC50 in µM where a hit was titrated; 0.3% of 340,000 active; in the data active = a potency from the dose series
MgcRacGAP inhibition – MgcRacGAP GTPase-activating activity inhibitors, confirmation, biochemical, ADP Hunter fluorescence. AID 624330, 2012. inhibition, % at 30 µM; hits with a dose series show IC50 in µM. Rac GTPase-activating protein 1 (Homo sapiens). MgcRacGAP-stimulated Rac1 GTP hydrolysis, ADP Hunter fluorescence; higher % means a stronger effect; GST-tagged Rac1 F28L mutant substrate. 0.6% of 340,000 active;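 active = first-screen hits whose inhibition reached a set limit at any dose in the follow-up dose series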;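 also: fluorescence reports GDP produced by GAP-driven GTP hydrolysis; strong numbers were not always called active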
NS5 inhibitors pilot replicate – recorded beside NS5 inhibitors, whose call it bears; inhibition, %; measured here: pilot screen replicate inhibition
The depositor's hits bear a star; i = inactive; . = no result given; & = joins results of further samples; ! = not active in a repeat; [ ] = dose if it differs, or a comment.

SMILES	UTI89 phage lysis	HIV peptide binding	GPR55 LPI antagonism	RSV antiviral HEp-2	Large T inhibition	Salmonella PhoP GFP	GPR35 antagonists	NS5 inhibitors	MgcRacGAP inhibition	others
CCN(CC)CCOC(=O)c1ccc(NC(=O)CNC(=O)C2CCCCC2)cc1	-5.4%	4.5%	4%	1.0%	19%	-1%	-7%	-6%	2%
O=C(COC(=O)c1ccc2[nH]c3c(c2c1)CCCC3)Nc1ccccc1	0.1%	-0.2%	0%	14%	6%	21%	-1%	16%	7%
O=C(Cc1cccc2ccccc12)NCCC1=CCCCC1	6.8%	0.2%	4%	1.8%	8%	-9%	4%	-4%	7%
Cc1ccc(S(=O)(=O)C2C(=O)N(C)C3(C)CC2c2ccccc2O3)cc1C (centres undefined)	4.0%	2.5%	1%	-0.2%	0%	-8%	2%	-3%	5%
CCOc1ccc(C(CC(=O)O)NC(=O)C(c2ccccc2)c2ccccc2)cc1OC (centres undefined)	0.3%[50 µM]	.	.	0.7%	.	.	.	-4%	4%
CC1CCCN(C(=O)CSc2nnc(-c3ccc(O)cc3)o2)C1 (centres undefined)	-0.1%	0.6%	-2%	2.6%	13%	-4%	8%	6%	9%
COC(=O)c1[nH]c2ccccc2c1NC(=O)c1ccccc1[N+](=O)[O-]	-0.1%[50 µM]	-1.7%	12%	2.5%	17%	0%	-19%	2%	10%
CCCCCCCC(=O)Nc1cc(C(=O)NCc2ccc(C)cc2)ccc1N1CCC2(CC1)CC(c1cccc(Br)c1)=NO2	0.8%	.	.	-1.0%	38%	.	.	4%	8%
O=C1CC(=O)N(c2cccc(F)c2)N1	0.2%	30%	-4%	1.5%	16%	1%	-8%	-23%	13%
COc1ccc(N2CCN(Cc3nc(N)nc(Nc4ccccc4OC)n3)CC2)cc1	-6.9%	-2.1%	6%	1.0%	14%	-14%	17%	-4%	15%
COc1ccc(CN=C2NN=C(c3ccc(Cl)cc3)CS2)cc1	0.6%	6.3%	5%	2.9%	10%	3%	-4%	-6%	16%
CCOc1ccccc1C(=O)Nc1ccc(S(=O)(=O)N2CCOCC2)cc1	0.7%	-1.5%	-1%	0.1%	19%	-1%	5%	-3%	11%
COc1ccccc1S(=O)(=O)Cc1ccc(C(=O)N2CCN(c3cccc(Cl)c3)CC2)o1	0.1%	-3.0%	-36%	-0.5%	9%	8%	9%	-6%	10%
O=C1C(NS(=O)(=O)c2cccs2)=C(N2CCN(c3cccc(Cl)c3)CC2)C(=O)c2ccccc21	-0.3%	-0.4%	3%	6.3%	7%	14%	-7%	29%	14%
NC(=NCCCCCCN=C(N)/N=C(\N)Nc1ccc(Cl)cc1)/N=C(\N)Nc1ccc(Cl)cc1	-20%&-20%&-14%	2.2%	11%	-3.8%&-3.8%&-3.5%	25%&19%&13%	15µM*	42%	4%&-6%&-1%	42µM*!
Cc1cccc(N2CCN(c3nc4ccc(Cl)cc4n4cnnc34)CC2)c1C	-0.1%	-1.5%	7%	0.9%	13%	3%	-12%	-6%	6%
C=CCCC(=O)Nc1nc(C)c(-c2csc(Nc3cc(OC)ccc3OC)n2)s1	0.6%	3.3%	0%	6.2%	12%	-4%	-1%	-16%	6%
CN1CC(c2ccccc2)C(c2ccc(Cl)cc2)=N1 (centres undefined)	0.5%[50 µM]	-2.0%	2%	1.4%	8%	-17%	30%	-4%	4%
CCn1c(SCC(=O)Nc2ccc(Cl)cc2)nnc1C1CC1	5.6%	-0.4%	4%	1.3%	9%	11%	-20%	-1%	6%
COc1cccc(/C=N/Nc2nnc(C)n2N)c1OCc1ccccc1Cl	-0.5%[50 µM]	1.9%	-4%	3.8%	14%	-6%	-11%	0%	8%

Filtered by structure, the entries above with an NH in an aromatic ring.
SMILES	UTI89 phage lysis	HIV peptide binding	GPR55 LPI antagonism	RSV antiviral HEp-2	Large T inhibition	Salmonella PhoP GFP	GPR35 antagonists	NS5 inhibitors	MgcRacGAP inhibition	others
O=C(COC(=O)c1ccc2[nH]c3c(c2c1)CCCC3)Nc1ccccc1	0.1%	-0.2%	0%	14%	6%	21%	-1%	16%	7%
COC(=O)c1[nH]c2ccccc2c1NC(=O)c1ccccc1[N+](=O)[O-]	-0.1%[50 µM]	-1.7%	12%	2.5%	17%	0%	-19%	2%	10%

The results go on.
SMILES	UTI89 phage lysis	HIV peptide binding	GPR55 LPI antagonism	RSV antiviral HEp-2	Large T inhibition	Salmonella PhoP GFP	GPR35 antagonists	NS5 inhibitors	MgcRacGAP inhibition	others
Cc1c(CC(=O)NCCCCCC(=O)O)c(=O)oc2cc3c(cc12)CCC(C)(C)O3	0.2%[50 µM]	-1.4%	6%	1.5%	4%	15%	14%	-5%	10%
CCc1ccc(CN2CCC(C(=O)Nc3ccc(-n4nc(C)cc4C)cc3)CC2)o1	0.3%	1.5%	13%	-1.8%	.	-2%	0%	-6%	-4%
Cc1ccc(-n2c(C)cc(/C=N/NC(=O)c3ccncc3)c2C)cc1	0.1%	-1.0%	9%	2.7%	15%	3%	12%	-8%	-2%
O=c1[nH]c2ccccc2n1C1CCCCC1	-0.2%	-2.9%	-6%	-0.7%	28%	1%	5%	-6%	10%
CC(=O)c1cnc2nc(C(F)(F)F)nn2c1C	1.3%	6.3%	4%	0.3%	10%	0%	5%	2%	10%
CC(=O)Nc1ccc(S(=O)(=O)N(C)C2CCN(C)CC2)cc1	0.0%	-0.1%	-3%	-0.3%	4%	-4%	4%	-4%	1%
O=C(Nc1ccc(N2CCN(C(=O)c3ccccc3)CC2)cc1)c1cc([N+](=O)[O-])ccc1N1CCOCC1	1.0%[50 µM]	-2.6%	-28%	3.9%	-5%	10%	3%	-1%	5%
COc1cccc(OC)c1OCCCCN1CCC(Cc2ccccc2)CC1	0.4%	1.3%	9%	-1.8%	16%	-11%	-9%	0%	21%
CCNS(=O)(=O)c1ccc(NC(=O)c2cncc(Br)c2)cc1	0.8%	0.9%	12%	3.1%	10%	-3%	-1%	-1%	-1%
O=C(c1ccc(Cl)cc1)C1CCN(C(=O)C2CC2)CC1	-1.1%	-0.4%	-5%	0.6%	-1%	-4%	4%	-4%	4%
COc1ccc(/C=N/NC(=O)C2c3ccccc3Oc3ccccc32)c(OC)c1	-1.1%	-2.3%	0%	0.1%	15%	3%	6%	-6%	-5%
Cc1ccc(S(=O)(=O)NC2CC(=O)N(c3ccc4c(c3)OCCO4)C2)cc1 (centres undefined)	0.8%[50 µM]	.	.	-1.9%	20%	4%	.	2%	7%
Nc1ccc2oc3ccc(N)cc3c(=O)c2c1	-0.2%[50 µM]	-0.2%	3%	2.5%	9%	30%	-2%	8%	9%
Cc1cc2oc(=O)cc(CNc3ccccc3F)c2cc1O	0.2%	-1.0%	-3%	1.5%	20%	6%	-16%	-3%	10%
O=C(NCc1ccccc1)C1Cc2ccccc2CN1C(=O)c1ccco1 (centres undefined)	0.6%	-0.2%	1%	3.3%	15%	3%	-1%	-5%	7%
CN(Cc1nc(Cc2cccc(C(F)(F)F)c2)no1)C1CC(C)(C)NC(C)(C)C1	0.5%	0.0%	4%	-1.9%	6%	8%	3%	.	2%
Cc1cc(C)c(NS(=O)(=O)c2ccc(Cl)c(C(=O)O)c2)c(C)c1	6.0%	-0.2%	-3%	0.9%	15%	-8%	-2%	0%	5%
CCn1c(=O)c(C(=O)CC#N)c(N)n(Cc2ccccc2)c1=O	0.7%[50 µM]	-0.8%	11%	2.4%	8%	-5%	5%	-6%	4%
Cc1nc(-c2ccccc2)sc1C(=O)Nc1ccccc1F	-0.3%	-1.8%	-7%	6.1%	14%	1%	6%	0%	.
CCn1ccnc1CN1CCN(CC(C)C)C(CCO)C1 (centres undefined)	0.1%	1.1%	-5%	0.8%	15%	-5%	-5%	-8%	7%
COc1ccc(S(=O)(=O)N(CC(=O)NCC2CCCO2)c2ccc(Cl)cc2)cc1 (centres undefined)	-0.5%	-0.2%	100%	1.0%	-8%	4%	6%	8%	-2%
Cc1cc(C(=O)N/N=C/c2ccc(N(C)C)cc2)c2ccccc2n1	i	0.2%	-6%	1.2%	13%	-2%	-5%	1%	6%
Cn1nc(N)c2c(-c3ccccc3)c(C#N)c(N)nc21	2.6%	-0.9%	15%	3.9%	9%	-4%	13%	4%	3%
OCCNCC(O)CN1c2ccccc2Sc2ccccc21 (centres undefined)	0.2%	1.9%	17%	0.0%	20%	4%	8%	-22%	12%	NS5 inhibitors pilot replicate=2.7
Cc1ccc(NC(=O)COc2ccc(C(=O)c3ccccc3)cc2)c(O)c1	-0.3%	-0.7%	6%	4.4%	9%	-4%	-4%	3%	0%
C=CCOc1ccc(C2/C(=C(\O)c3ccc(F)cc3)C(=O)C(=O)N2CCCN(C)C)cc1 (centres undefined)	-1.8%	2.0%	3%	0.7%	5%	-8%	-2%	2%	9%
CC(C)[C@@H](N)C(=O)N/N=C/c1ccc2nccnc2c1	-0.4%	0.6%	3%	0.0%	8%	0%	2%	-8%	5%
Cc1ccc(S(=O)(=O)c2nc(C)c3c(n2)CCC3)cc1	1.5%	1.0%	-2%	-0.8%	-1%	5%	-4%	-4%	12%
Fc1cccc(CSc2nc3ncccc3[nH]2)c1	0.0%	-1.7%	0%	0.2%	2%	9%	-4%	-4%	15%
NNC(=O)c1ccc(O)cc1O	1.6%[50 µM]	2.6%	6%	0.3%	27%	-3%	.	-2%	7%
COc1ccc(C2CC(C(F)(F)F)n3nc(C(=O)N(C)Cc4cn(C)nc4C)c(Cl)c3N2)cc1 (centres undefined)	-0.1%	1.2%	-1%	-1.1%	15%	-3%	8%	3%	10%
O=Cc1ccc(Sc2ncccn2)o1	0.5%	-1.3%	12%	.	12%	7%	0%	0%	6%
Cc1cc2nn(-c3ccc(Cl)cc3)nc2cc1N	0.1%	22%	-9%	1.7%	12%	.	-39%	6%	8%
Cc1c(C#N)c(NC(=O)C(C)C)n(Cc2ccccc2)c1C	0.2%	1.0%	11%	-0.8%	9%	-4%	6%	-6%	0%
COc1cccc2c(O)cc(=O)n(C)c12	0.2%	0.7%	2%	2.1%	14%	0%	2%	-5%	6%
COCCNC(=S)N/N=C(\C)c1ccccc1O	0.3%	-1.3%	17%	1.1%	10%	-3%	-1%	-6%	5%
CCOc1ccccc1NS(=O)(=O)c1cccs1	1.8%	0.1%	5%	4.3%	20%	16%	-2%	-3%	6%
CCc1c(C(=O)Nc2ncn(Cc3cccc(C)c3)n2)csc1C	2.6%	0.0%	4%	1.8%	10%	-9%	-5%	0%	8%
CCNC(=O)C1CC(=O)N(Cc2ccc(F)cc2)C(=Nc2ccc(OC)cc2)S1 (centres undefined)	4.3%	0.9%	-4%	-0.7%	.	-4%	6%	-4%	2%
